Assay outcomes from PubChem.
RGS8-Gao reg = regulators of human RGS8-Galphao interaction. P09471. 220,000 compounds, 0.34% hits. response (percent of control binding), % at 10 µM. multiplexed bead flow cytometry, RGS8-Galphao binding; actives lie on both sides; in the data active means response below about 60% or above about 140%; inactive means in between;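 further: Galphao activated as the GDP aluminium fluoride complex binding bead-coupled RGS8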
Target sequence (P09471 whole entry, looked up): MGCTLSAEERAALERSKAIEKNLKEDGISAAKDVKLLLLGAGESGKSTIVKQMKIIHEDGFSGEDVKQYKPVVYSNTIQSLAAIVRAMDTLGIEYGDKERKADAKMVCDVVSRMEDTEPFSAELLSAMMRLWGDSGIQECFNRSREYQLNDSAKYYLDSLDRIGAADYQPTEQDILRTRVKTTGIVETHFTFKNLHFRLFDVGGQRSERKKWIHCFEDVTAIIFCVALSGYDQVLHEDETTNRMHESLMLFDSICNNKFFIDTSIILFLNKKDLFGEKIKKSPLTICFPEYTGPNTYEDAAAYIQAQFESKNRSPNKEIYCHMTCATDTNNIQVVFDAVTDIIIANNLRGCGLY
Mcl1-Noxa inh = disrupts binding of human Mcl-1 to Noxa peptide; AID 1022; inhibition, % at 21.7 µM; 220,000 compounds, 1.5% hits; Q07820; TR-FRET Mcl-1/Noxa peptide binding, 2 h;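 active means compounds that cut the protein-peptide binding signal by more than 50% relative to plate controls in a single-dose test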;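 further: His-tagged Mcl-1 with rhodamine Noxa BH3 peptide and terbium anti-His antibody; 0% = Mcl-1 plus Noxa peptide wells and 100% = peptide-only wells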
ABCG2 block = human ABCG2 inhibition, ABCB1 as counter-screen | 190,000 compounds, 0.1% hits | inhibition, % at 6.6 µM | Q9UNQ0 | IgMXP3 cells, JC-1 efflux, flow cytometry;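 active means inhibition above 80%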;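 further: 0% = DMSO and 100% = nicardipine control wells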
Target sequence (Q9UNQ0 whole entry, looked up): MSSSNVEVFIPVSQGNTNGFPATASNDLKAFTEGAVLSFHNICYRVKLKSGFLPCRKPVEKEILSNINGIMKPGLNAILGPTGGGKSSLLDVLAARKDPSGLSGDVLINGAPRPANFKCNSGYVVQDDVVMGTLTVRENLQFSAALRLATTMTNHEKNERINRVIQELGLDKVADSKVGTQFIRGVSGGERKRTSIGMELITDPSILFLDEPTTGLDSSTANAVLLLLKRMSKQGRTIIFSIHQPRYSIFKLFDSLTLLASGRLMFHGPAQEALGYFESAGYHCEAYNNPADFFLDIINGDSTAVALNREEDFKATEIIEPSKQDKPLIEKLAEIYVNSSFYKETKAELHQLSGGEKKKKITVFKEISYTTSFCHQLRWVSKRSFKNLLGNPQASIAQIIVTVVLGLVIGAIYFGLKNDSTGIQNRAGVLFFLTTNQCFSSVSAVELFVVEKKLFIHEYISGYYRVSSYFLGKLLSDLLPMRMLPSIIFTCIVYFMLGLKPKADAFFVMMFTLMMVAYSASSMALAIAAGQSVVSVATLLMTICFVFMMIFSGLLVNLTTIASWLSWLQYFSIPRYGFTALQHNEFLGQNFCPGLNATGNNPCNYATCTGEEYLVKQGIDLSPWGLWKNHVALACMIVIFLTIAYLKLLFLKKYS
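material = IgMXP3 (ABCG2) plus far-red-tagged CCRF-Adr (ABCB1) cells | amount = 3 million cells/mL, equal mix of both lines | also added = JC-1 transporter substrate | dosing = one concentration, 6.6 µM final | schedule = 10 min at 25 °C | measured by = flow cytometric JC-1 green MFI at 530 nm | read-out basis = percent efflux inhibition, scaled nicardipine 100% to DMSO 0%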
Mcl-1 Bim block = inhibitors of Bim-Mcl-1 interaction, human; Q07820; Bead-based flow cytometry, Bim peptide-Mcl-1 binding; inhibition, % at 10 µM; 190,000 compounds, 0.1% hits; in the data active means inhibition above about 40%;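 further: 0% = no compound tracer wells and 100% = peptide blocker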
RGS4-Gao reg = human RGS4-Galphao interaction regulation. Multiplexed bead flow cytometry, RGS4-Galphao binding; actives lie on both sides. binding response (% of control), % at 10 µM. 220,000 compounds, 0.33% hits. AID 1415; in the data active means binding response below about 49% or above about 150%; inactive means in between;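 further: fluorescent Galphao activated with aluminum fluoride binding bead-coupled RGS4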
Pf gametocyte = inhibitors of late stage P. falciparum gametocyte viability. P. falciparum stage V gametocytes, ATP luminescence, 24 h. inhibition, % at 10.9 µM. 150,000 compounds, 0.065% hits. AID 743093;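 active means inhibition above the mean plus 3 SD of compounds within the control limits, set per campaign, cut at about 38% in these data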;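 further: 0% = DMSO wells and 100% = medium only without gametocytes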
RGS7-Gao reg = modulates binding of RGS7 to human Galphao; Multiplexed bead flow cytometry; actives lie on both sides; AID 1439; binding response (% of control), % at 10 µM; 220,000 compounds, 0.35% hits; in the data active means binding response below about 49% or above about 150%; inconclusive means no clear call, values can overlap the other calls; inactive means in between;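 further: fluorescent Galphao held in activated GDP-AlF4 state binding bead-coupled RGS7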
ABCB1 inh = human ABCB1 inhibition, ABCG2 as counter-screen. P08183. CCRF-Adr cells, JC-1 efflux, flow cytometry. inhibition, % at 6.6 µM. AID 1326. 190,000 compounds, 0.067% hits; in the data active means inhibition above about 40%;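 further: 0% = vehicle and 100% = reference inhibitor; higher value means more JC-1 retained so stronger ABCB1 efflux block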
Mcl1-Bid inh = Mcl-1/Bid interaction inhibition | Q07820 | TR-FRET Mcl-1/Bid-Dy647 peptide binding, 1536-well | inhibition, % at 21.7 µM | 220,000 compounds, 0.97% hits | AID 1021;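 active means compounds that cut the binding signal by more than half at the single screening dose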;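 further: His-tagged Mcl-1 with europium anti-His antibody binding Bid BH3 peptide; 0% = Mcl-1 plus peptide wells and 100% = peptide-only wells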
Avidin bead fluor = compound fluoresces at 488/530 nm on avidin beads; compound fluorescence 488/530 nm, flow cytometry; hits give high values; fluorescence (KMESF) at 10 µM; 220,000 compounds, 0.38% hits; in the data active means fluorescence above about 47; further: inactives centre near 10
GSH bead fluor = GSH bead compound fluorescence profile. GSH beads flow cytometry, compound fluorescence 488/530 nm; hits give high values. fluorescence (KMESF) at 10 µM. 190,000 compounds, 0.25% hits. AID 1776; in the data active means fluorescence above about 89;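 further: glutathione beads carrying GST-tagged Bcl family fusion proteins plus one bare bead set; values are compound well signal with DMSO vehicle wells as background; inactives centre near 16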
* marks the source's active call; other numbers are inactive results; ? = inconclusive; . = no result given; [ ] = remark or other dose.

SMILES | RGS8-Gao reg | Mcl1-Noxa inh | ABCG2 block | Mcl-1 Bim block | RGS4-Gao reg | Pf gametocyte | RGS7-Gao reg | ABCB1 inh | Mcl1-Bid inh | Avidin bead fluor | GSH bead fluor
Nc1ncc(-c2nnnn2-c2ccc(Cl)cc2)c(-c2ccc(Cl)cc2)n1 | 103 | 12 | 48 | -2 | 102 | . | 104 | -1.6 | -17 | 8 | 34
CCC(=O)N1CCN(c2ccc(NC(=S)NC(=O)c3cccc([N+](=O)[O-])c3)cc2)CC1 | . | 6 | 8 | -3 | . | . | . | 2.2 | -17 | . | 19
O=C(c1cc(-c2ccco2)nc2ccccc12)N1CCN(c2ccc(F)cc2)CC1 | 99 | 25 | 4 | -4 | 97 | . | 94 | 2.9 | -22 | 12 | 5
CC(=O)C1=C(O)C(=O)N(Cc2ccco2)C1c1ccc(F)cc1 (stereo not given) | 108 | 21 | 1 | -1 | 95 | . | 98 | 0.6 | -12 | 4 | 47
O=C(NCC1CCCO1)c1sc(=S)n2c1[nH]c(=O)c1ccc(C(=O)N3CCCCC3)cc12 (stereo not given) | 95 | 40 | -9 | -2 | 94 | . | 92 | -1.1 | 4 | 13 | 26
CC1CCc2c(sc(NC(=O)Cn3nc(C(=O)O)c4ccccc4c3=O)c2C#N)C1 (stereo not given) | 89 | 2 | . | . | 83 | 19 | ? | . | -13 | 2 | .
CN(C)/C=C(/C(=O)c1ccccc1Cl)S(C)(=O)=O | 98 | 36 | 10 | 1 | 100 | 8 | 97 | 0.1 | -1 | 10 | 20
CC(C)c1ccc(NC(=O)c2csnn2)cc1 | 99 | 11 | 6 | -1 | 103 | . | 103 | 1.0 | -11 | 10 | 36
CC1CN(c2nnc(-c3ccccc3)c3ccccc23)CC(C)O1 (stereo not given) | 102 | -1 | 7 | 1 | 101 | . | ? | 1.4 | -31 | 10 | 14
CCOC(=O)CON1C(=O)C(C)(C)N(OCC(=O)OCC)C(=O)C1(C)C | 104 | -30 | 3 | 0 | 106 | -2 | 98 | 0.9 | -10 | 5 | 41
CCCN(CCC)Cc1cc2ccccc2c2c1COC2 | 98 | 19 | 1 | 2 | 99 | . | 99 | 0.5 | -16 | 18 | 4
O=C(Nc1cccnc1Oc1ccc(Cl)cc1)c1cccc2ccccc12 | 106 | 0 | . | . | 111 | 14 | ? | . | 8 | 5 | .
Cc1ccc(NC(=O)COc2ccc(CCO)cc2-n2nc3ccccc3n2)cc1C | 106 | 6 | . | -2 | 108 | . | 103 | 5.4 | 8 | 14 | 9
COc1cccc(C2=NN(C(=O)c3ccc(C)o3)C(O)(C(F)(F)F)C2)c1 (stereo not given) | 97 | 6 | 13 | -2 | 94 | -9 | 93 | 0.5 | -9 | 9 | 18
COc1cccc(-c2nc(C=O)cs2)c1 | 126 | -1 | 1 | -1 | 109 | 9 | 108 | 0.4 | -12 | 23 | 11
Cc1c(C(=O)NN)sc(-c2ccccc2)c1C#N | 101 | 17 | 0 | -3 | 101 | 2 | 99 | -0.4 | -6 | 9 | 27
CC(=O)n1nc(-c2ccc(C)cc2)nc1NCc1ccco1 | 98 | -31 | 2 | 0 | 99 | 29 | 97 | 0.1 | -10 | 10 | 11
c1ccc(COc2ccc(Oc3nc(N4CCCCC4)nc(N4CCOCC4)n3)nn2)cc1 | 105 | 5 | 16 | -3 | 103 | . | 102 | 12 | -29 | 7 | 49
C=CCOc1nc2c(c(=O)n(C)c(=O)n2C)n1C | 96 | 10 | -1 | 0 | 93 | -17 | 96 | 0.4 | -8 | 12 | 27
CCOc1cc(C)nc(NCCc2ccc(OC)c(OC)c2)n1 | 102 | 14 | 11 | 0 | 99 | . | 100 | 0.5 | 5 | 15 | 17
CC(C)NC(=O)c1cc2cc([N+](=O)[O-])ccc2s1 | 99 | -3 | 24 | -4 | 99 | -1 | 98 | 1.0 | 5 | 11 | 36
Cc1cc(C(=O)N/N=C/C=C/c2cccc([N+](=O)[O-])c2)n[nH]1 | 112 | 13 | -1 | 0 | 106 | -15 | ? | -0.4 | 5 | 9 | 9
CN(c1ccccc1)S(=O)(=O)c1cccc(C(=O)Nc2ccc3c(c2)CCC3)c1 | 87 | 5 | 4 | 1 | 102 | 6 | 91 | 0.6 | -7 | 8 | 12
CCCCn1c(=O)c(-c2ccccc2)c(O)c2ccccc21 | 100 | -21 | 0 | 2 | 100 | . | 101 | 0.2 | -86 | 8 | 69
Cc1ccc(CNC(=O)c2sc3ccc(S(=O)(=O)N4CCCCC4)cc3c2N)cc1 | 102 | -18 | 17 | -7 | 99 | . | 96 | 5.7 | -29 | 22 | 12
CCOc1ccc(C(=O)N(CN2CCCC2=O)c2ccc(C)cc2)cc1 | 100 | 7 | 7 | -3 | 105 | -1 | 110 | 2.0 | -11 | 7 | 63
CCN1CCCC(Sc2nc3c([nH]2)c(=S)n(C)c(=O)n3C)C1 (stereo not given) | 100 | 0 | . | . | 101 | . | ? | . | -159 | 8 | .
COc1cccc(C(=O)Nc2c3c(nc4c2CCC4)CCCC3)c1 | 98 | 10 | 5 | -2 | 92 | 4 | 95 | 0.7 | -14 | 8 | 11
COc1ccc(NC(=O)CSc2nnc(-c3cccnc3)o2)cc1 | 80 | 17 | 5 | 2 | 78 | 8 | 85 | 0.7 | -10 | 1 | 36
O=C(Nc1ccc(Cl)c(Cl)c1)O/N=C/c1ccncc1 | 102 | 3 | 1 | -1 | 103 | -7 | 102 | -0.5 | -6 | 14 | 9
COc1ccc(S(=O)(=O)NCCC(C)C)cc1OC | 104 | 17 | 1 | -8 | 102 | . | 96 | 0.5 | -18 | 10 | 17
COCCCNCCCCOc1cccc(Br)c1 | 104 | 25 | 0 | -3 | 104 | -10 | 101 | 0.7 | -9 | 14 | 4
Cc1ccc(NC(=O)C2CC(=O)N(Cc3ccccc3)C2)cc1S(=O)(=O)N1CCCCCC1 (stereo not given) | 104 | 7 | 38 | -2 | 100 | -22 | 100 | 7.1 | -39 | 21 | 14
CC(=NCc1ccc2c(c1)OCO2)C1=C(O)c2ccccc2C1=O | 100 | 0 | -1 | -3 | 74 | . | 76 | -0.3 | 14 | 10 | 31
COc1ccc(OC)c(CN2CCN(Cc3cccc4ccccc34)CC2)c1 | 97 | 19 | 3 | 0 | 96 | -17 | ? | 4.7 | 33 | 8 | 28
OC(CNC1Cc2ccccc2C1)COc1ccc(Cl)cc1 (stereo not given) | 111 | 22 | . | . | 111 | -4 | ? | . | -28 | 8 | .
COc1ccc(CCNC(=O)CSc2nnc(-c3ccc(F)cc3)c3ccccc23)cc1OC | 101 | 17 | 12 | -3 | 98 | . | 99 | 4.3 | -34 | 14 | 5
Cc1ccc(C(=O)NN2C(=O)C3C4C=CC(C4)[C@@H]3C2=O)cc1 (stereo not given in full) | 99 | 1 | . | . | 99 | 13 | ? | . | -25 | 5 | .
Cc1noc(C)c1COc1ccc(C(=O)OCC(N)=O)cc1 | 100 | -4 | 12 | 4 | 99 | -11 | ? | 1.5 | -13 | 11 | 12
FC(F)Sc1nc(-c2ccccc2)c(-c2ccccc2)n1C(F)F | 100 | 4 | 18 | -6 | 117 | 19 | 174*[activator] | 0.9 | -8 | 100* | 19
CC(C)C(=O)N1CCC2(CC1)Oc1ccc(F)cc1C(=O)C21CC(c2ccccc2)=NO1 (stereo not given) | 101 | -2 | . | . | 102 | . | ? | . | -9 | 22 | .
C#CCOCCOCCOCCNc1nc(N2CCN(C(=O)[C@H](CCCCN)n3cc(CCCC)nn3)CC2)nc(N2CCN(C(=O)[C@H](CCCCN)n3cc(CCCC)nn3)CC2)n1 | 105 | 15 | 0 | -1 | 103 | 1 | 102 | 0.7 | 25 | 11 | 18
CCc1ccc(NC(=O)c2cc(Br)ccc2Br)cc1 | 104 | -24 | 0 | -4 | 98 | -18 | 100 | 0.1 | -21 | 9 | 17
CCN(CC)CCCNC(=O)C1CCCN(c2nnc(N3CCCC3=O)s2)C1 (stereo not given) | 95 | 17 | 1 | 7 | 91 | -1 | 100 | 0.3 | -23 | 7 | 34
Cc1csc(NC(=O)C2CCN(S(=O)(=O)c3ccccc3F)CC2)n1 | 101 | 12 | 2 | -1 | 106 | -16 | 100 | 0.0 | -4 | 11 | 12
Oc1ccc(-c2cn3c(n2)SCC3)cc1 | 100 | 23 | 2 | 0 | 102 | . | 101 | 0.1 | -105 | 11 | 51
CC(C)C(OC(=O)CCCC(=O)Nc1nccs1)C(=O)NC1CCCCC1 (stereo not given) | 99 | -5 | 1 | 1 | 98 | . | 100 | 0.5 | -18 | 12 | 19
CC(=O)c1ccc(S(=O)(=O)Nc2ccc(C(=O)NCC(c3ccccc3)N(C)C)cc2)cc1 (stereo not given) | 102 | 25 | -1 | -2 | 100 | . | 100 | -0.2 | -12 | 12 | 74

Quoted at random: two records from the list.
SMILES | RGS8-Gao reg | Mcl1-Noxa inh | ABCG2 block | Mcl-1 Bim block | RGS4-Gao reg | Pf gametocyte | RGS7-Gao reg | ABCB1 inh | Mcl1-Bid inh | Avidin bead fluor | GSH bead fluor
Oc1ccc(-c2cn3c(n2)SCC3)cc1 | 100 | 23 | 2 | 0 | 102 | . | 101 | 0.1 | -105 | 11 | 51
O=C(NCC1CCCO1)c1sc(=S)n2c1[nH]c(=O)c1ccc(C(=O)N3CCCCC3)cc12 (stereo not given) | 95 | 40 | -9 | -2 | 94 | . | 92 | -1.1 | 4 | 13 | 26

The list goes on.
SMILES | RGS8-Gao reg | Mcl1-Noxa inh | ABCG2 block | Mcl-1 Bim block | RGS4-Gao reg | Pf gametocyte | RGS7-Gao reg | ABCB1 inh | Mcl1-Bid inh | Avidin bead fluor | GSH bead fluor
COc1ccc(-c2[nH]c3ccccc3c2SCCNC(=O)c2cc3ccccc3oc2=O)cc1 | . | -7 | 1 | -3 | . | . | . | 0.6 | -6 | . | 17
COc1ccccc1NC(=O)N1CCN(c2ncccn2)CC1 | 101 | 0 | 7 | -2 | 96 | . | 99 | 0.9 | 7 | 11 | 26
COc1ccc(C)cc1S(=O)(=O)N1CCCC(C(=O)NCC2CCCO2)C1 (stereo not given) | 100 | -8 | 18 | 0 | 102 | . | 101 | 3.7 | -16 | 17 | 15
O=c1c(-c2nnc(SCc3ccc(Cl)cc3)o2)cccn1Cc1ccccc1 | 100 | 18 | 5 | 0 | 100 | 0 | 96 | 1.3 | 4 | 21 | 16
CC(C)OC(=O)CSc1nnc(-c2ccncc2)n1N | 97 | -11 | 5 | 0 | 99 | . | 97 | 1.0 | 5 | 3 | 30
CC1(C)CC(=O)C2=C(C1)Nc1ccccc1S2 | 101 | 11 | . | . | 104 | 0 | ? | . | -98 | 5 | .
CCOC(=O)C1(CCOc2ccccc2)CCN(Cc2ccc(CO)o2)CC1 | 105 | -4 | 1 | 0 | 104 | -5 | 97 | 0.1 | -43 | 11 | 17
O=C(c1ccco1)N1CCN(C(=O)c2cnn3c2NC(c2cccs2)CC3C(F)(F)F)CC1 (stereo not given) | 101 | 9 | 1 | -2 | 104 | 23 | 98 | 0.4 | 10 | 7 | 79
